Screening results: PubChem, National Center for Advancing Translational Sciences (NCATS)
A549 tox: A549 cytotoxicity, counter-screen for Nrf2 inhibitors | A549 ARE-Fluc cells, CellTiter-Fluor viability, 18-24 h | Potency, µM (series often up to 46 µM), for the others: at the highest dose activity change, negative = cytotoxicity, hits mostly inhibitors | 390,000 compounds, 0.16% hits | AID 504648; note: potency is the fitted concentration of half-maximal effect; % is set by controls: 0 for no effect and ±100 for the full control effect
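A549 ARE-Fluc cells in 5% FBS OPTI-MEM, 5000 cells/well, rested 2 h then exposed to compounds in concentration-response for 18-24 h at 37 °C. Viability by CellTiter-Fluor fluorescence (Ex 405/Em 525) after 30 min; luciferase luminescence (BugLite, 15 min, RT) read afterwards.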
TGFb SMAD3 inh: inhibitors of TGF-b signaling. 410,000 compounds, 1.2% hits. HepG2 CAGA-GFP TGF-b/SMAD3 reporter, GFP fluorescence, 18 h; TGF-beta stimulated, 500 pg/mL final. Potency, µM (titrated, usually from 46.1 µM), without a hit: at the highest dose activity, negative = inhibition, usual class: inhibitors; note: potency is the fitted concentration of half-maximal effect; % is set by controls: 0 for no effect and ±100 for the full control effect; nearly all actives have a fitted effect of over 65% in size
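Using HEPG2 CAGA-GFP reporter cells at 1000 cells/well, we pinned test compounds, stimulated with recombinant TGF-beta (500 pg/mL final) and measured total well GFP after 18 h.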
S2 tox: viability counter-screen for ATXN expression inhibitors | S2 cells (HEK-293 line with an ATXN2-luciferase reporter) viability, CellTiter-Fluor protease fluorescence, 24 h | Potency, µM (top dose mostly 56.7 µM), usual class: cytotoxic | 400,000 compounds, 0.49% hits | AID 651635; note: potency is the fitted concentration of half-maximal effect; nearly all actives have a fitted effect of over 40% in size
Nrf2 ARE act: activates Nrf2 signaling | AREc32 ARE-luciferase reporter (MCF7-derived line), luminescence, 24 h | Potency, µM (top dose mostly 46.1 µM), inactives show top-dose activation, most hits filed as activators | 410,000 compounds, 0.31% hits; note: potency is the fitted concentration of half-maximal effect; % of control where 0% means no effect; nearly all actives have a fitted effect of over 65% in size
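Each well held 1000 AREc32 cells, which were incubated with compound for 24 hr at 37 deg C after overnight attachment, and ARE reporter activity was quantified by firefly luciferase luminescence.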
IL2 activator: activates IL-2 in a cell-based reporter assay. 360,000 compounds, 0.065% hits. activation, % (series mostly up to about 46 µM). IL-2 activation reporter assay, cell-based qHTS; stimulated with anti-CD3/CD4/CD28 beads; in transgenic mouse T cells; in the data active = activation above about 50%; inconclusive = mostly about 30% to 49%; note: 0% is about no effect
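Unstimulated transgenic mouse T cells, 750 per well, received compound and, after 60 minutes, anti-CD3/anti-CD4 bead plus anti-CD28 stimulation. EGFP and DsRed were quantified after 18 hours.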
EPAC2 agonist: activates human EPAC2 exchange factor | Q8WZA2 | EPAC2 activation, biochemical qHTS; response scale: 100% = 6.5 mM cAMP response | Potency, µM (titrated, usually from 154 µM), for inactives: top-dose activation, hits mostly activators | 360,000 compounds, 0.079% hits; note: potency is the fitted concentration of half-maximal effect; nearly all actives have a fitted effect of over 50% in size
Target sequence (Q8WZA2 whole entry, looked up): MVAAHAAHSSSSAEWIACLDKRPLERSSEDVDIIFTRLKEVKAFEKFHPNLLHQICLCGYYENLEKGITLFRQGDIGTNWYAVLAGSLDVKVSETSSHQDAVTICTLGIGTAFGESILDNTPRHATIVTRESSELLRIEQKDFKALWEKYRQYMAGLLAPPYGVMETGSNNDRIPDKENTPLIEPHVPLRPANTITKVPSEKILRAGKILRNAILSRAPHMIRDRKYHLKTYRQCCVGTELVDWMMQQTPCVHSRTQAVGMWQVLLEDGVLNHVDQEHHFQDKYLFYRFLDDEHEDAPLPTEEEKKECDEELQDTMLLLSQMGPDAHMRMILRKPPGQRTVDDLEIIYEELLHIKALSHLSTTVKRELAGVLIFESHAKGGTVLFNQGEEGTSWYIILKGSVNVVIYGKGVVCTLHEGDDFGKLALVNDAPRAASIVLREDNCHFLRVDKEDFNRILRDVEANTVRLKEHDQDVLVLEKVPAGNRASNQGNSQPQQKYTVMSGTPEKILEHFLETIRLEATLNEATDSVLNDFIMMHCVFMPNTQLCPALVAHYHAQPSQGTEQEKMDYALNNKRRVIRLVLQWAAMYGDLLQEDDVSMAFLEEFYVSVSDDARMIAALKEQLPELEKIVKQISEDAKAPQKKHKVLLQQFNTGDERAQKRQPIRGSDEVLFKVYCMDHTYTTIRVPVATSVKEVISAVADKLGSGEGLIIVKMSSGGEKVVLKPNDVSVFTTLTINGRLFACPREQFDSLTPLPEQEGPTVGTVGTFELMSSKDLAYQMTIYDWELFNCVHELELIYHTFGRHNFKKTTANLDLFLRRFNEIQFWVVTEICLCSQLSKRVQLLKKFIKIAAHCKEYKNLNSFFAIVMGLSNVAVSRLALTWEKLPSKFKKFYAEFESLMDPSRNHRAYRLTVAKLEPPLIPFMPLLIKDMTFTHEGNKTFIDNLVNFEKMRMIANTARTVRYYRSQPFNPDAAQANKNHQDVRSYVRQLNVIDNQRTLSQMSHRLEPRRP
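Readout is BODIPY fluorescence (480 nm excitation, 540 nm emission), which falls as labeled GDP is exchanged off Rap1B. EPAC2 at 100 nM acted on 250 nM RAP1B-BODIPY-GDP with 50 uM GDP present.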
HepG2 tox: kills HepG2 cells in TGF-b inhibitor counter-screen; 410,000 compounds, 0.76% hits; Potency, µM (top dose mostly 46.1 µM), for inactives: at the highest dose activity change, negative = cytotoxicity, most hits filed as cytotoxic; HepG2 CAGA-GFP viability, ATP luminescence, 18 h; note: potency is the fitted concentration of half-maximal effect; some results filed as inactive show a strong effect at the top dose
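HepG2 CAGA-GFP cells (1000/well, DMEM with 1% FBS) received compound, then TGF-beta at 500 pg/mL final, and were incubated 18 hours at 37 degrees C. Viability was read by CellTiter-Glo luminescence. Media-only wells were set as complete cell-killing and DMSO as no toxicity.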
ATXN2 expr inh: inhibitors of ATXN2 expression; 360,000 compounds, 0.72% hits; Potency, µM (top dose mostly 57 µM), inactives show at the highest dose activity change, negative = inhibition, most hits filed as inhibitors; HEK-293 ATXN2-luciferase reporter, luminescence, 24 h; note: potency is the fitted concentration of half-maximal effect; % is set by controls: 0 for no effect and ±100 for the full control effect; nearly all actives have a fitted effect of over 55% in size
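qHTS (up to 57 uM final) was run with 24 h compound exposure of reporter cells at 37 °C. Each well was multiplexed: SteadyGlo luminescence measured ATXN2-luciferase expression after a fluorogenic Gly-Phe-AFC viability readout (25 uM final).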
Nrf2 block: inhibitors of Nrf2 signaling; AID 504444; A549 ARE-Fluc reporter, luciferase luminescence, 18-24 h; 360,000 compounds, 2.1% hits; Potency, µM (highest dose often 46 µM), inactives show at the top dose activity change, negative = inhibition, usual class: inhibitors; note: potency is the fitted concentration of half-maximal effect; % is set by controls: 0 for no effect and ±100 for the full control effect; nearly all actives have a fitted effect of over 60% in size
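Two sequential reads on A549 ARE_Fluc cells exposed to compound for 18-24 h: a CellTiter-Fluor fluorescence read for viability, then a luciferase luminescence read for Nrf2/ARE activity.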
Starred values were filed as active, the others as inactive; i = inactive; ? = inconclusive; · = no result given; & = joins results of further samples; [ ] = another dose, or the depositor's remark. Unless noted, calls come from the whole dose curve; as a rule, active = well fitted curve in the direction sought with a large enough effect; inconclusive = small, poorly fitted or top-dose-only effect, or another doubt; inactive = no such curve, though single readings can be large; an effect the other way counts as inactive or inconclusive. Rows were taken by chance; about 4.3% have a hit in one of these screens.

Sequence of screens: A549 tox | TGFb SMAD3 inh | S2 tox | Nrf2 ARE act | IL2 activator | EPAC2 agonist | HepG2 tox | ATXN2 expr inh | Nrf2 block
Cc1cccc(N2CCN(c3ccc4cc(S(=O)(=O)N5CCCCC5)ccc4n3)CC2C)c1 (configuration not stated)
 : 0.2% | 4.0% | i | -0.7% | -0.3 | 0.2% | 3.2% | -3.5% | ?
CCCNC(=O)c1ccccc1NC(=O)COc1cccc2c1OC(C)(C)C2
 : 4.2% | -4.7% | i | 2.1% | -0.3 | 9.8% | 23.2% | -4.5% | -4.8%
CCOc1cccc2sc(N(CCCN(C)C)C(=O)c3ccc(S(=O)(=O)N(C)c4ccccc4)cc3)nc12
 : 0.1% | ? | ? | 3.3% | -1.4 | 6.7% | -62.4% | · | -6.6%
CC(C)[C@@H]1Cc2[nH]c(=O)[nH]c(=O)c2[C@H](C)O1
 : · | · | i | 0.7% | 0.1 | 1.0% | · | 1.2% | ·
COC(=O)C1(CCSC)NC(c2ccccc2OC)C2C(=O)N(C)C(=O)C21 (configuration not stated)
 : 0.7% | 20.1% | i | -0.6% | 0.4 | 2.1% | 3.8% | 11.6% | ?
COc1cccc(C(=O)NNC(=O)C2CC(C)=C(C)CC2C(=O)O)c1 (configuration not stated)
 : -1.1% | 24.6% | i | 0.2% | 21.6 | 12.9% | -3.4% | -10.7% | ·
CC(c1ccccc1)n1c(Br)nc2c1c(=O)[nH]c(=O)n2C (configuration not stated)
 : 1.2% | 1.6% | i | 5.1% | 0.9 | 4.9% | -2.6% | -1.4% | -4.8%
O=C(NCCc1c[nH]c2ccccc12)C1CCN(Cc2ccc(Br)cc2)CC1
 : -17.4% | ? | i | 3.3% | -2.0 | 6.1% | -32.6% | · | -5.6%
COc1ccc(OC)c(NC(=O)CSc2nnc(C3CCCCC3)n2N)c1
 : 5.6% | -5.3% | i | 0.1% | -0.3 | 8.1% | -10.4% | -15.8% | -5.6%
Cc1ccc(Cl)cc1N1CCN(CCCNC(=O)c2nnc(Cc3cccc(Cl)c3)o2)CC1
 : -18.5% | ? | · | -6.0% | · | · | -83.3% | · | ?
COc1ccc(OC)c(-c2c[n+](=O)c3c(n2[O-])CCCC3)c1
 : -5.1% | 21.5% | i | 0.4% | -1.7 | 9.9% | -1.7% | -11.1% | 17.8%
Cc1ccc(C)c(/C=N/NC(=S)NC(C)C)c1
 : ? | -3.1% | i | 0.4% | -2.5 | -4.3% | 18.0% | -10.7% | ?
OC[C@@H]1CN(Cc2ccc3c(c2)OCO3)C[C@H](n2cnc3c(NCc4ccco4)ncnc32)O1
 : · | 37.0% | i | 5.5% | -0.3 | 10.0% | 2.5% | 4.6% | ·
Cc1ccc2ncccc2c1NC(=S)NC(=O)c1ccccc1
 : 8.6% | -12.7% | i | ? | 2.7 | 5.7% | 8.8% | · | -28.1%
O=C(CSc1nc2c(sc3ccccc32)c(=O)n1CCO)NCc1ccco1
 : -1.5% | 8.8% | i | 1.8% | -2.0 | 7.1% | -6.9% | 7.3% | -28.9%
COC(=O)CCC(=O)NNC(=O)c1cccc(Br)c1
 : -2.9% | -16.2% | i | 0.4% | -0.3 | 10.6% | -13.2% | 4.2% | 7.9%
Cc1ccc(S(=O)(=O)Nc2cccnc2)cc1C
 : -3.7% | -29.0% | ? | -0.2% | 0.9 | 3.1% | 14.0% | -18.2% | -0.3%
Cc1cccc(N2CCN(C(=O)CNC(=O)C3CCCCC3)CC2)c1C
 : -8.7% | 2.3% | i | 2.8% | -1.6 | 6.4% | 2.9% | 0.6% | ?
O=C(NCCc1c[nH]c2ccccc12)C(=O)NCC(c1ccco1)N1CCN(c2ccccc2F)CC1 (configuration not stated)
 : 4.2% | 0.0% | i | 0.1% | 0.7 | 3.2% | -40.8% | 3.8% | 18.1%
COc1ccc(Cc2[nH]n3c(=O)cc(C)nc3c2-c2ccccc2)cc1
 : -2.7% | -2.2% | ? | 0.5% | 0.5 | -3.4% | -19.0% | ? | ?
CCC(C)(C)n1nnnc1C(c1ccc(OC)c(OC)c1)N1CCN(c2ccc(F)cc2)CC1 (configuration not stated)
 : -4.8% | 4.8% | i | 0.7% | -0.2 | 12.8% | -4.7% | -18.9% | ·
O=S1(=O)CCOC[C@H](c2ccccc2)N1Cc1cccc(F)c1
 : -6.6% | ? | i | 0.2% | -0.8 | 8.6% | -15.3%&-23.4% | 8.4% | 8.4%
Cc1cccc(-n2ncc3c(N4CC(C)CC(C)C4)ncnc32)c1 (configuration not stated)
 : 9.5% | -2.1% | i | -0.2% | -2.4 | 7.5% | -11.9% | 69.4%[activator] | ?
CN1CCC(N(C)S(=O)(=O)c2ccc(NC(=O)c3cccc(C#N)c3)cc2)CC1
 : 4.3% | 12.9% | i | -0.1% | 0.3 | 9.5% | -9.1% | -7.1% | 11.4%
COc1cc(Br)cc2cc(C(=O)OC3CCN(C)CC3)c(=O)oc12
 : -4.1% | -12.6% | i | ? | -2.5 | 4.5% | -5.2% | 34.3% | -2.1%
O=C(CSc1nnc(SCc2ccc(Cl)cc2)s1)N/N=C/c1c[nH]c2ccccc12
 : -16.9% | ? | ? | -0.1% | 0.4 | 5.9% | -64.2% | ? | ?
Cc1c2c(n3c(nc4ccccc43)c1C#N)N(CCN1CCOCC1)CC2
 : ? | 9.5% | · | -0.4% | -0.4 | 2.5% | 2.7% | -5.6% | 0.1%
Cc1nc2c(-c3ccc(Cl)cc3)c(C)[nH]n2c(=O)c1Cc1ccccc1
 : ? | 11.2µM* | ? | 3.2% | -0.5 | 8.3% | 10µM* | ? | 14.6µM*
COCCNC(=O)CCCn1c(SCc2ccccc2C)nc2c(sc3ccccc32)c1=O
 : ? | -9.6% | · | -0.7% | · | · | -17.0% | · | ?
Cc1cccc(C(=O)Nc2ccccc2NC(=O)c2cccc(C)c2)c1
 : 3.6% | -15.5% | i | 1.1% | 3.2 | 10.0% | -6.5% | -10.7% | -28.4%
Cc1ccc(-c2n[nH]c(=S)n2/N=C/c2sccc2C)cc1
 : -9.5% | 0.0% | i | -0.3% | -0.4 | 1.7% | 18.4% | 4.3% | -11.6%
O=C(CN1CCCC1=O)NC1CCCc2c1cnn2-c1cc(F)cc(F)c1 (configuration not stated)
 : -0.7% | -9.5% | i | -0.6% | 0.5 | 8.9% | 0.9% | 35.1%[activator] | 12.1%
CCCCCCCCCS(=O)(=O)N/N=C/c1cccc([N+](=O)[O-])c1
 : -24.2% | ? | i | -0.2% | 1.2 | -8.2% | -84.5% | -5.3% | ?
CC(C)c1ccc(-n2nnnc2SCc2nc(N)nc(N)n2)cc1
 : · | -20.2% | i | 0.4% | -0.8 | 1.1% | -10.2% | -9.0% | ·
CS(=O)(=O)N1CCCC(C(=O)Nc2ccc(F)c(F)c2)C1 (configuration not stated)
 : -0.1% | 12.5% | i | 0.3% | -0.4 | 2.8% | 4.6% | · | 3.4%
CCOC(=O)CNC(=O)c1ccc2c(c1)OCCO2
 : -7.7% | ? | i | -0.7% | -0.4 | 6.9% | -16.7% | 2.2% | ·
COc1ccc(OC)c(S(=O)(=O)N2Cc3ccccc3CC2C(=O)Nc2ccc(C)cc2C)c1 (configuration not stated)
 : 0.3% | · | · | 5.7% | · | · | -15.0% | · | 16.4%
COc1ccc(-n2cnnc2SCC(=O)Nc2cccnc2Cl)cc1
 : -3.5% | 0.2% | i | -0.6% | 0.9 | 6.7% | 4.7% | -15.9% | -1.4%
C/C(=N\NC(=O)CNC(=O)C1COc2ccccc2O1)c1ccc(Cl)cc1 (configuration not stated)
 : -2.3% | 14.8% | i | 0.0% | -0.6 | -2.4% | -26.2% | -24.5% | 1.4%
CC1CCCC12NC(=O)NC2=O (configuration not stated)
 : -5.1% | 0.0% | i | -0.1% | -6.0 | 2.7% | -0.4% | 0.3% | -6.5%
CCCOC(=O)CCn1c(=S)oc2ccccc21
 : 1.5% | -0.4% | i | 0.3% | -0.2 | 6.2% | 15.7% | 6.5% | -2.6%
CN(CCC#N)C(=O)COC(=O)c1ccc(Cl)c(S(=O)(=O)N(C)c2ccccc2)c1
 : -2.1% | 1.4% | i | -0.6% | 0.7 | 1.6% | 8.2% | -7.3% | 7.3%
CCCCOc1ccc(-c2nonc2NC(=O)c2ccco2)cc1
 : 9.6% | -23.2% | i | 0.4% | · | · | -40.2% | -28.2% | ·
CCCn1c(=O)[nH]c2ccccc21
 : -5.4% | ? | i | -0.5% | 0.4 | -83.4%[inhibitor][15.6 µM] | 5.8% | 0.0% | -1.1%
CCOc1ccc(NC(=O)COn2nnc3ccc(S(=O)(=O)N4CCOCC4)cc32)cc1
 : ? | 17.2% | i | 4.9% | 0.0 | 7.7% | 0.0% | 1.3% | ?
FC(F)(F)c1cccc(Cc2noc(CN3CCCC(OCc4ccccn4)C3)n2)c1 (configuration not stated)
 : 2.9% | ? | i | 2.8% | 0.3 | -3.1% | 6.1% | -18.7% | -2.0%
COc1ccc(-n2ccnc(SCC(=O)NC3CCCC3)c2=O)cc1OC
 : 3.1% | 4.0% | i | 1.7% | 1.8 | 11.1% | -1.9% | 0.8% | -8.1%

3 entries from above, arranged by the number in TGFb SMAD3 inh, highest first.
structure | TGFb SMAD3 inh | Nrf2 ARE act | IL2 activator | EPAC2 agonist
COc1ccc(-n2ccnc(SCC(=O)NC3CCCC3)c2=O)cc1OC | 4.0% | 1.7% | 1.8 | 11.1%
O=C(CN1CCCC1=O)NC1CCCc2c1cnn2-c1cc(F)cc(F)c1 (configuration not stated) | -9.5% | -0.6% | 0.5 | 8.9%
CCCCOc1ccc(-c2nonc2NC(=O)c2ccco2)cc1 | -23.2% | 0.4% | · | ·
